IDE cell inh – inhibits human insulin-degrading enzyme in HEK cells | P14735 | FAbetaB cleavage, fluorescence polarization | inhibition, % at 5.59 µM | 320,000 tested, 0.41% active | AID 434962;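 active = percent inhibition above the average of all tested compounds plus 3 SD, set per screening campaign, cut at about 16% in these data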;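 note: IDE supplied by intact live HEK cells; FP after avidin binding of uncleaved biotin substrate so inhibition keeps polarization high; 0% = DMSO wells and 100% = 60 µM reference IDE inhibitor Ii1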
Target sequence (P14735 whole entry, looked up): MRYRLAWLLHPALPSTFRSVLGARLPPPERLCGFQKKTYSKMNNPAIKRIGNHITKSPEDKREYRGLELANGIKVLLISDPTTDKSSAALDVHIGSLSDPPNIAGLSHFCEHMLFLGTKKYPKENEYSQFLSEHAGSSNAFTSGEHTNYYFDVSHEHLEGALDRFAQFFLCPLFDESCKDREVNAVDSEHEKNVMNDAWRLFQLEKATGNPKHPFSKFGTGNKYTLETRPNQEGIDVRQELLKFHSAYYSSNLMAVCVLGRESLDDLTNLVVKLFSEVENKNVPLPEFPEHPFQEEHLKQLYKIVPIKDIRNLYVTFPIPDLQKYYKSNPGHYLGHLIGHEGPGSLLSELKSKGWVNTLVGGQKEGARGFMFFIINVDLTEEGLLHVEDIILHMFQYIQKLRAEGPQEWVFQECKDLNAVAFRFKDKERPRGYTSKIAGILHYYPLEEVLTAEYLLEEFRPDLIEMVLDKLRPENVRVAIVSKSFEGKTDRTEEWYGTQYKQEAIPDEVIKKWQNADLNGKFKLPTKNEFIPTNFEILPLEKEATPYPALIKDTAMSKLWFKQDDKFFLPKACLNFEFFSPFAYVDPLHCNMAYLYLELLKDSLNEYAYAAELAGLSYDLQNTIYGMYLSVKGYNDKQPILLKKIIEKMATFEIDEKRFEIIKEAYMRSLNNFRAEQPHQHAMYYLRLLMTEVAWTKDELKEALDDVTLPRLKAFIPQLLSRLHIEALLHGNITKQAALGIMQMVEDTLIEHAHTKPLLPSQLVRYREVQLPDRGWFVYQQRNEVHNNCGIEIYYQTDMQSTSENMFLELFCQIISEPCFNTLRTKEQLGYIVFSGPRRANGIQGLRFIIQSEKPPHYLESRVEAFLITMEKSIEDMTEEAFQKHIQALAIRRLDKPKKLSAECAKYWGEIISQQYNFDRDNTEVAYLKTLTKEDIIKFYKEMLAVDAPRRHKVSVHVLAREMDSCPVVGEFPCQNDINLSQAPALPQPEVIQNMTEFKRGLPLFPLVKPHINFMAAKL
IDE cell activ – IDE (human) activation, cell-based. activation, % at 5.96 µM. 340,000 tested, 0.073% active. HEK cells, FAbeta-B cleavage, fluorescence polarization; 0% vehicle, 100% cell-free pure enzyme wells. P14735;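 active = activation above the mean of all tested compounds plus 3 SD, set per screening campaign, cut at about 17% in these data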
Starred values were filed as active, the others as inactive. A portion of the library; rates above refer to the full screens.

SMILES	IDE cell inh	IDE cell activ
O=C(c1cccs1)N1CC=C(c2ccccc2)CC1	-1	-5
CNC(=O)c1ccsc1NC(=O)C1CCN(S(=O)(=O)c2ccc(Cl)s2)CC1	0	0
Cc1ccc(C(=O)OCC(=O)NCc2ccco2)cc1C	0	0
O=C(CNC(=O)c1cccc(Cl)c1)NCCCSc1ccccc1	-3	-9
Cn1c(=O)c(C(=O)N2CCc3ccccc32)cc2cccnc21	7	5
CC(C)(C)OC(=O)C[C@@H]1C/C=C\C[C@H](CC(=O)N(CCO)Cc2ccccc2)C(=O)N2CCC[C@H]2COC1=O	3	3
O=S(=O)(NCCC1=CCCCC1)c1ccc(OC(F)(F)F)cc1	-3	2
O=C(O)COc1ccccc1/C=C1\SC(=S)N(NC(=O)c2ccccc2O)C1=O	5	-7
CCN(C[C@H]1N[C@@](Cc2ccccc2)(C(=O)OC)[C@H]2C(=O)N(Cc3ccccc3)C(=O)[C@@H]12)C(=O)NC(C)C	5	4
COc1ccc(C(=O)OCc2cc(=O)n3ccsc3n2)cc1F	5	4
Cc1ccc(NS(=O)(=O)c2cccc(C(=O)N3CCCCC3)c2)cc1	0	-3
CCc1nc2ccccc2c(C(=O)OCc2nc3ccccc3c(=O)[nH]2)c1C	-1	-4
CCCCNC(=O)c1ccccc1SCC(=O)NC1CCCCCCC1	-3	0
CN(CC(=O)Nc1ccccc1Cl)C(=O)c1cc(C2CC2)nn1-c1ccccc1	-1	-3
Cc1ccc(S(=O)(=O)N2CCC(C(=O)OCC(=O)N(C)C3CCCCC3)CC2)cc1C	5	-6
COc1ccc(CC(=O)OCC(=O)NC2CCCCC2)cc1	-2	7
O=C(Nc1cc(C(F)(F)F)ccc1N1CCCC1)C1=COCCO1	5	0
COc1cc(C(=O)N2CCN(c3ccccc3Cl)CC2)ccc1OCC(=O)N1CCOCC1	4	-1
CCCn1c(SCC(=O)Nc2cc(S(=O)(=O)N3CCCCC3)ccc2C)n[nH]c1=O	-3	5
COc1ccc(-c2nc(SC(C)C(=O)c3c(N)n(C)c(=O)n(C)c3=O)n[nH]2)cc1 (stereo not given)	-3	0
CCN1C(=O)N[C@@H](c2ccco2)C(C(=O)OC)=C1C	2	-4
O=C(NC1CCCC1)c1cccc2c1C(=O)c1ccc(N3CCCCC3)cc1S2(=O)=O	1	-2
CC(Oc1cccc(Cl)c1)C(=O)N(C)CC(=O)Nc1ccc(N2CCOCC2)cc1 (stereo not given)	0	-1
COc1ccc(Cl)cc1NC(=O)CN(C)C(C)C(=O)NC(=O)NC1CCCCC1 (stereo not given)	0	4
CSc1cccc2sc(NC(=O)C3=COCCO3)nc12	0	-5
CC(=O)N1CCc2c(sc(NC(=O)CS(=O)(=O)c3ccc(F)cc3)c2C(N)=O)C1	1	3
O=C(Nc1ccc(N2CCOCC2)c(S(=O)(=O)Nc2ccc(Cl)cc2)c1)c1ccc(=O)[nH]n1	1	0
CC(C)CCN(C(=O)C1CSC2(C)CCC(=O)N12)c1c(N)n(Cc2ccccc2)c(=O)[nH]c1=O (stereo not given)	2	-3
O=C(Nc1ccc(S(=O)(=O)NC2=NCCCCC2)cc1)c1ccc([N+](=O)[O-])s1	-2	2
O=C(COc1ccccc1Cl)NC(=O)NC1CCCCC1	-1	-2
CCN(CC)S(=O)(=O)c1ccc(C)c(NC(=O)CSc2nnnn2C)c1	-5	-2
COc1ccc(-n2c(=O)c(CCC(=O)NCCc3ccccc3F)nc3ccccc32)cc1	0	0
O=C1C=C(c2ccccc2)C[C@@H](c2ccc3c(c2)OCO3)C1	-2	3
CN(C)S(=O)(=O)c1ccc(N2CCCC2)c(C(=O)N2CCC(C(N)=O)CC2)c1	-3	7
O=C(CCN1C(=O)C2CCCCC2C1=O)Nc1nc2c(F)cc(F)cc2s1 (stereo not given)	-1	1
c1ccc(CSc2cc3ccccc3[nH]2)cc1	4	1
CCOC(=O)C1CCN(C(=O)/C=C/c2ccc(S(=O)(=O)N3CCOCC3)cc2)CC1	0	2
C#CCNC(=O)C1=C[C@@H](c2ccc(C#C)cc2)C[C@@H](OCCCCO)O1	1	-4
CN1CCCCCC1=Nc1ccc([N+](=O)[O-])cc1	-3	8
CC(Sc1nnc(-c2cccnc2)n1N)C(=O)N1CCOCC1 (stereo not given)	1	4

3 entries out of the list, sorted by molar mass, high to low:
SMILES	IDE cell inh	IDE cell activ
CCOC(=O)C1CCN(C(=O)/C=C/c2ccc(S(=O)(=O)N3CCOCC3)cc2)CC1	0	2
C#CCNC(=O)C1=C[C@@H](c2ccc(C#C)cc2)C[C@@H](OCCCCO)O1	1	-4
O=C1C=C(c2ccccc2)C[C@@H](c2ccc3c(c2)OCO3)C1	-2	3

Next section
SMILES	IDE cell inh	IDE cell activ
CCOc1ccc(CCNC(=O)COn2nnc3ccc(S(=O)(=O)N4CCOCC4)cc32)cc1OCC	4	0
O=C(NCc1ccccc1)c1ccc2c(c1)S(=O)(=O)c1cc(Cl)ccc1C2=O	-4	0
COc1ccc(NC(=O)c2ccc(-c3ccc(-c4noc(C)n4)cc3C)cc2)cc1N1CCN(C)CC1	0	6
COCCN(C(=O)c1cc2c(s1)CCC2)c1c(N)n(CC(C)C)c(=O)[nH]c1=O	4	-3
CCc1ccccc1NC(=O)CN1CCN(C(=O)CNC(=O)c2ccc(-c3ccccc3)cc2)CC1	16	-13
CCOC(=O)c1cc(-c2ccccc2)nn1Cc1cc(CC)no1	0	4
CCCNC(=O)c1ccc(Cn2cc(-c3ccc(OC)cc3)nc2C(C)N)cc1 (stereo not given)	2	3
Cc1ccc(S(=O)(=O)CCC(=O)OCC(=O)Nc2cc(F)ccc2C)cc1	3	-1
C[C@H](NS(=O)(=O)c1ccc2c(c1)OCCCO2)C(=O)N1CCN(c2ccc(F)cc2)CC1	-2	4
CCCCn1c(N)c(N(CCOC)C(=O)COC(=O)c2cc(CC)c(C)s2)c(=O)[nH]c1=O	-2	-4

Sorted by value in IDE cell activ (falling): some entries from above.
| SMILES | IDE cell inh | IDE cell activ |
| --- | --- | --- |
| CCOC(=O)c1cc(-c2ccccc2)nn1Cc1cc(CC)no1 | 0 | 4 |
| COCCN(C(=O)c1cc2c(s1)CCC2)c1c(N)n(CC(C)C)c(=O)[nH]c1=O | 4 | -3 |
| CCc1ccccc1NC(=O)CN1CCN(C(=O)CNC(=O)c2ccc(-c3ccccc3)cc2)CC1 | 16 | -13 |

(continued)
SMILES	IDE cell inh	IDE cell activ
C[C@H](NC(=O)c1nc[nH]c1C(=O)N1CCN(C(=O)OC(C)(C)C)CC1)c1ccccc1	2	-3
N#CCCN(C(=O)COC(=O)CCc1nc2ccccc2c(=O)[nH]1)c1ccccc1F	-1	7
CCCOc1ccc(NC(=O)Cc2ccc(S(=O)(=O)N3CCOCC3)s2)cc1OCCC	-5	5
CCOc1ccc(OCCNC(=O)c2ccc3c(c2)nnn3CC)cc1	1	4
O=C(COC(=O)/C=C/c1ccccc1)NC1CCS(=O)(=O)C1 (stereo not given)	-1	3
Cc1cc(C)cc(OCC(=O)OCC(=O)N(C)CC(=O)Nc2ccc(F)cc2)c1	-5	3
COc1ccc(S(=O)(=O)N2CCOCC2)cc1NC(=O)c1ccc(Cl)cc1	8	9
CCOC(=O)C(=CNc1ccc(O)c(C(=O)OC)c1)C(=O)OCC	-3	3
CCOc1ccc(-c2cccc(NC(=O)c3ccc(Br)o3)c2)nn1	1	5
CCCCn1c(N)c(N(CCOC)C(=O)C(C)N2C(=O)c3ccccc3C2=O)c(=O)[nH]c1=O (stereo not given)	-1	2
CCC1CCCCN1C(=O)COC(=O)c1cccs1 (stereo not given)	-6	4
COc1ccccc1CNC(=O)C(=O)NCCC1CCCCN1S(=O)(=O)c1ccc(C)cc1 (stereo not given)	8	1
CCOC(=O)c1cccc(C2=CC(=O)C[C@H](c3ccc(OC)cc3)C2)c1	3	-2
CC(=O)c1ccc(OCCCC(=O)OCC(=O)Nc2ccc3[nH]c(=O)[nH]c3c2)cc1	2	2
Cc1c(C(=O)N2CCN(C/C=C/c3ccccc3)CC2)oc2c(F)cccc12	7	4
O=C(CN1C(=O)NC2(CCCCC2)C1=O)N1CCN(S(=O)(=O)/C=C/c2ccccc2)CC1	0	4
COc1ccc(C(=O)NCC(c2cccs2)N2CCOCC2)cc1OC (stereo not given)	1	2
O=C(COC(=O)c1cc(Cl)ccc1Cl)Nc1ccc2[nH]c(=O)[nH]c2c1	-3	0
CCCCn1c(N)c(N(CCOC)C(=O)c2ccc(N(C)S(=O)(=O)c3ccc(C)cc3)cc2)c(=O)[nH]c1=O	-3	1
NC(=O)c1nn(CC(=O)Nc2cccc(S(=O)(=O)N3CCCCCC3)c2)c(=O)c2ccccc12	3	2

A section from further up, for reference:
SMILES	IDE cell inh	IDE cell activ
CCCCn1c(N)c(N(CCOC)C(=O)c2ccc(N(C)S(=O)(=O)c3ccc(C)cc3)cc2)c(=O)[nH]c1=O	-3	1
NC(=O)c1nn(CC(=O)Nc2cccc(S(=O)(=O)N3CCCCCC3)c2)c(=O)c2ccccc12	3	2

Further structures:
SMILES	IDE cell inh	IDE cell activ
Cc1ccc(NC(=O)CSc2nc3nn(-c4ccccc4)c(=O)c-3c3n2CCCCC3)cc1F	9	4
Cc1csc2nc(O)c(C(=O)NCC3CCCO3)c(=O)n12 (stereo not given)	5	-5
COCCN(C(=O)CSc1nnc(-c2ccco2)n1C)c1c(N)n(CC(C)C)c(=O)[nH]c1=O	3	5
CCC1(c2ccc(F)cc2)NC(=O)N(CC(=O)NCC(=O)Nc2cccc(C)c2C)C1=O (stereo not given)	-3	6
Cc1ccc(NC(=O)Cn2ncc(Cl)c(Cl)c2=O)cc1S(=O)(=O)N1CCCCC1	3	2
CC(OC(=O)Cc1ccc(Br)cc1)C(=O)NC1CCCC1 (stereo not given)	5	2
CCc1sc(C(=O)Nc2cccc(-n3cnnn3)c2)cc1C	32*	-19
CCOc1ccc(NC(=O)CN(C)C(=O)c2csc3c2CCCC3)cc1OCC	0	0
CCCCCN(C(=O)CCC(=O)OC(C)C(=O)c1ccccc1)c1c(N)n(CCCC)c(=O)[nH]c1=O (stereo not given)	-4	1
N#Cc1ccc(NCC(=O)N2CCN(S(=O)(=O)c3ccccc3)CC2)cc1	4	-3
COCCCNC(=O)CC1C[C@H](C(=O)N2CCCCC2)[C@@]2(C)c3[nH]c4ccccc4c3CCN2C1=O (stereo not given in full)	-6	7
COc1cc(-c2ccc3oc(-c4cccc(C)c4)c(C#CC4(O)CCCCC4)c3c2)cc(OC)c1OC	-5	7
COCCn1c(SCC(=O)Nc2ccc(OC)c(S(N)(=O)=O)c2)nc2ccccc2c1=O	5	1
CCN(c1ccccc1)S(=O)(=O)c1ccc(C(=O)Nc2cccc(NC(C)=O)c2)cc1	2	-2
CCN1C(=O)N[C@@H](c2ccccc2)[C@H](C(C)=O)[C@H]1C	-3	2
C[C@]12C=CC(=O)C=C1CCC1C2CC[C@@]2(C)C1CCC21OCCO1 (stereo not given in full)	1	4
CN(c1ccccc1)S(=O)(=O)c1ccc(Cl)c(C(=O)NCc2ccccc2CN2CCCC2)c1	3	5
COC(=O)C1=C(C(=O)OC)[C@@H]2Nc3ccccc3[C@@]23C[C@@H](C(=O)OC)N(C(=O)c2cccs2)C3=N1	4	3
C[C@@]12C(=O)Nc3ccc(F)cc3C(=O)N1[C@H]1c3cc(Br)ccc3OC[C@@H]1[C@@H]2c1ccccc1	3	4
Cc1ccc(CN(C)C(=O)COc2ccc(S(=O)(=O)N3CCCC3)cc2[N+](=O)[O-])c(C)c1	3	2

Record cards, as listed above. Order of screens: IDE cell inh, IDE cell activ
C[C@@]12C(=O)Nc3ccc(F)cc3C(=O)N1[C@H]1c3cc(Br)ccc3OC[C@@H]1[C@@H]2c1ccccc1 is listed as 3, 4
Cc1ccc(CN(C)C(=O)COc2ccc(S(=O)(=O)N3CCCC3)cc2[N+](=O)[O-])c(C)c1 is listed as 3, 2
C[C@]12C=CC(=O)C=C1CCC1C2CC[C@@]2(C)C1CCC21OCCO1 (stereo not given in full) is listed as 1, 4
COC(=O)C1=C(C(=O)OC)[C@@H]2Nc3ccccc3[C@@]23C[C@@H](C(=O)OC)N(C(=O)c2cccs2)C3=N1 is listed as 4, 3
COCCn1c(SCC(=O)Nc2ccc(OC)c(S(N)(=O)=O)c2)nc2ccccc2c1=O is listed as 5, 1

Going on with the list:
SMILES	IDE cell inh	IDE cell activ
Cc1ccc(C(=O)COC(=O)CCNS(=O)(=O)c2ccccc2F)cc1	2	0
COc1ccc(S(=O)(=O)NC2CC(=O)N(c3ccccc3)C2)cc1C (stereo not given)	-1	-4
COc1ccc(S(=O)(=O)N(C)C[C@H]2Oc3ccc(NC(=O)Nc4ccc(C(F)(F)F)cc4)cc3C(=O)N([C@H](C)CO)C[C@@H]2C)cc1	6	-2
CCN(CC)CCNC(=O)c1ccc(NC(=O)c2ccc(C(=O)c3ccccc3)cc2)cc1	9	-3
CC(=O)NS(=O)(=O)c1ccc(NC(=O)[C@@H]2CCCN2S(=O)(=O)c2ccc(Cl)cc2)cc1	2	5
O=C(NCc1ccccc1F)C(=O)NCC1CCCN1S(=O)(=O)c1cccs1 (stereo not given)	2	3
O=C(CCNC(=O)c1ccc([N+](=O)[O-])cc1)NNC(=O)c1ccccc1F	-1	2
Cc1ccc(C)c(NC(=O)c2cc(S(=O)(=O)N3CCCCC3)ccc2N2CCOCC2)c1	0	6
COC(=O)COc1ccc(C(=O)Cn2c(NCCCO)nc3ccccc32)cc1	-4	2
CCN(Cc1cccs1)C(=O)c1cccc(S(=O)(=O)N2CCN(C)CC2)c1	-9	-1
COc1ccc(NC(=O)CC2SC(N3CCCCC3)=NC2=O)cc1OC (stereo not given)	5	0
C=CC1=C2C=C(C3CC3)N(CCCN(CC)CC)C=C2C(=O)C(C)(OC(=O)c2ccco2)C1=O (stereo not given)	-6	1
COc1ccc(C(=O)CCc2ccccc2)c(O)c1	2	4
